Screening results: PubChem BioAssay, The Scripps Research Institute Molecular Screening Center
GSTO1 inh: GSTO1 inhibition, counter-screen for RBBP9 inhibitors; AID 1974; inhibition, % at 5.96 µM; recombinant GSTO1, activity-based probe fluorescence polarization; 300,000 tested, 1.1% active;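 active = inhibition above the campaign mean inhibition plus 3 SD, cut at about 35% in these data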;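 note: 0% = GSTO1-1 with DMSO and 100% = wells lacking GSTO1-1 enzyme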
Target sequence (P78417 whole entry, looked up): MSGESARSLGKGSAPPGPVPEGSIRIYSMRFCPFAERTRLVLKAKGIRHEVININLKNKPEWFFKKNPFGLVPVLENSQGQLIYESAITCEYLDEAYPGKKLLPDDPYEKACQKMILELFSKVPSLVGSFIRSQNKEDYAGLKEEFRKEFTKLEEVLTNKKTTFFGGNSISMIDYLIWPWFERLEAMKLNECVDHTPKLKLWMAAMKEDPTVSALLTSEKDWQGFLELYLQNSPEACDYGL
PAFAH1B2 FP inh: blocks human PAF acetylhydrolase 1b catalytic subunit 2; P68402; recombinant PAFAH1B2, FP-rhodamine activity probe, fluorescence polarization; inhibition, % at 3.39 µM; 340,000 tested, 1.2% active;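 active = inhibition above the mean of all tested compounds plus 3 SD, cut at about 24% in these data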;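 note: 0% = enzyme with DMSO and 100% = wells lacking PAFAH1B2; many of its hits are not listed in these tables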
PAD4 inh: blocks human protein arginine deiminase 4; 330,000 tested, 0.41% active; recombinant PAD4, RCA probe fluorescence polarization; AID 485272; Q9UM07; inhibition, % at 6.36 µM;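 active = percent inhibition above a cutoff equal to the mean of all tested compounds plus 3 SD, cut at about 15% in these data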;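 note: 0% = PAD4 with RCA probe and DMSO and 100% = probe without PAD4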
Target sequence (Q9UM07 whole entry, looked up): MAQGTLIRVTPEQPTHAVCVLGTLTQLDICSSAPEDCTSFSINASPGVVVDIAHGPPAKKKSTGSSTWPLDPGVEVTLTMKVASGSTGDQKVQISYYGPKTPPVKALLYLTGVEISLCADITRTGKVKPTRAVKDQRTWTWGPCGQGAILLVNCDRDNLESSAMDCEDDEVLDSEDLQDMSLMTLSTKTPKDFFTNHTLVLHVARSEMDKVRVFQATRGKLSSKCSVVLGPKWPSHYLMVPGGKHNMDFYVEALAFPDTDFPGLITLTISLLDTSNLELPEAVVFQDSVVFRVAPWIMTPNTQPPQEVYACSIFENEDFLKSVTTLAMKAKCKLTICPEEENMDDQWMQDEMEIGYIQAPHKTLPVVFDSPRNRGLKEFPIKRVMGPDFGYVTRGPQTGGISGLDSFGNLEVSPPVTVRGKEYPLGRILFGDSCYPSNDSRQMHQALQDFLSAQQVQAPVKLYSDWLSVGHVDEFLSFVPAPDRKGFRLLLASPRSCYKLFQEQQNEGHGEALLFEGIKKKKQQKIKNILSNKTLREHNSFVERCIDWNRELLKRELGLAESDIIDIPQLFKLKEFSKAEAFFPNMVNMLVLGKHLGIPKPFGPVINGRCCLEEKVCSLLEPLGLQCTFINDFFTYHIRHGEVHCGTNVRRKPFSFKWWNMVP
LYPLA2 inh: counter-screen for PME1 inhibitors: inhibitors of human LYPLA2; recombinant LYPLA2, FP-Rh probe fluorescence polarization; inhibition, % at 5.9 µM; 320,000 tested, 0.38% active;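 active = inhibition above the screen-wide mean plus 3 SD, limit set per campaign, cut at about 26% in these data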;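 note: 0% = LYPLA2 with DMSO and 100% = wells lacking LYPLA2 enzyme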
PME-1 primary: PME-1 (human) inhibition. recombinant PME-1, FP-Rh probe fluorescence polarization. inhibition, % at 5.9 µM. 320,000 tested, 0.53% active;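 active = inhibition above the campaign mean of all compounds plus 3 SD, cut at about 26% in these data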;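 note: competitive labeling of PME-1 active site by serine hydrolase directed probe; 0% = PME-1 with DMSO and 100% = wells lacking PME-1 enzyme; inhibitors block probe labeling so polarization falls and inhibition rises; many of its hits are not listed in these tables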
pPAFAH FP inh: inhibitors of human plasma PAF acetylhydrolase (pPAFAH). Q13093. recombinant pPAFAH, FP-rhodamine probe fluorescence polarization. inhibition, % at 3.39 µM. 330,000 tested, 1.5% active. AID 463082;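 active = inhibition above the mean inhibition across the screen plus 3 SD, cut at about 25% in these data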;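 note: inhibitors block binding of the rhodamine activity-based probe so polarization drops; 0% = enzyme with DMSO and 100% = wells lacking pPAFAH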
PAFAH2 FP inh: PAFAH2 (human) inhibition. Q99487. recombinant PAFAH2, FP-rhodamine activity probe, fluorescence polarization. inhibition, % at 3.39 µM. 340,000 tested, 0.99% active. AID 492956;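 active = inhibition above the mean over all tested compounds plus 3 SD, cut at about 30% in these data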;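 note: inhibitors block probe labeling of enzyme so polarization drops; 0% = enzyme with DMSO and 100% = wells lacking PAFAH2 protein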
PAFAH1B3 inh: PAFAH1B3 (human) inhibition; 340,000 tested, 0.28% active; Q15102; recombinant PAFAH1B3, FP-rhodamine probe, fluorescence polarization; inhibition, % at 3.39 µM; AID 492972;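 active = inhibition above the screen-wide average of all tested compounds plus 3 SD, cut at about 25% in these data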;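 note: 0% = enzyme with DMSO only and 100% = wells lacking PAFAH1B3 protein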
LYPLA1 counter: LYPLA1 (human) inhibition in PME1 counter-screen. 320,000 tested, 0.16% active. AID 2174. recombinant LYPLA1, FP-Rh probe fluorescence polarization. inhibition, % at 5.9 µM. O75608;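 active = inhibition above the mean of all tested compounds plus 3 SD, set per campaign, cut at about 14% in these data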;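 note: inhibitors block serine hydrolase probe labeling of LYPLA1 so polarization falls; 0% = enzyme with DMSO and 100% = wells lacking LYPLA1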
Starred values were filed as active, the others as inactive. A portion of the library; count on the stated rates, not on these rows.

For CC(=O)c1ccccc1NC(=O)C1CCCN(C(=O)c2ccc(Cl)cc2)C1 (stereo not given) the results were PAFAH1B2 FP inh 3, PAD4 inh 5, LYPLA2 inh 4, PME-1 primary 11, pPAFAH FP inh -3, PAFAH2 FP inh 7, PAFAH1B3 inh 1 and LYPLA1 counter 3.
O=C(Nc1ccc(Oc2cccnc2)cc1)c1cccc([N+](=O)[O-])c1 was read as GSTO1 inh -5, PAFAH1B2 FP inh 7, PAD4 inh 1, LYPLA2 inh 4, PME-1 primary 6, pPAFAH FP inh 5, PAFAH2 FP inh 4, PAFAH1B3 inh 8 and LYPLA1 counter 1.
Screening Cc1ccc(S(=O)(=O)NN=C2C3CC4CC(C3)CC2C4)cc1[N+](=O)[O-] returned GSTO1 inh -3, PAFAH1B2 FP inh 5, PAD4 inh -1, LYPLA2 inh 6, PME-1 primary 7, pPAFAH FP inh 0, PAFAH2 FP inh 0, PAFAH1B3 inh 7 and LYPLA1 counter 3.
Cc1nc(OCc2c(C)noc2C)c2ccccc2n1 was read as GSTO1 inh -2, PAFAH1B2 FP inh 2, PAD4 inh -1, LYPLA2 inh -3, PME-1 primary -4, pPAFAH FP inh 2, PAFAH2 FP inh -1, PAFAH1B3 inh 6 and LYPLA1 counter 1.
COc1ccc(-c2nc(CSCC(=O)NCc3ccc4c(c3)OCO4)c(C)o2)cc1 was read as GSTO1 inh 0, PAFAH1B2 FP inh 3, PAD4 inh 0, LYPLA2 inh 1, PME-1 primary 1, pPAFAH FP inh 7, PAFAH2 FP inh 0, PAFAH1B3 inh -2 and LYPLA1 counter 2.
Cc1cccc(CCNC(=O)C2CCN(S(=O)(=O)N3CCOCC3)CC2)c1 was read as GSTO1 inh 1, PAFAH1B2 FP inh -4, PAD4 inh 1, LYPLA2 inh 4, PME-1 primary 3, pPAFAH FP inh 3, PAFAH2 FP inh -3, PAFAH1B3 inh 7 and LYPLA1 counter 2.
For COc1ccc(C(CNc2nc(-c3cccnc3)nc3ccccc23)N(C)C)cc1 (stereo not given) the results were GSTO1 inh -1, PAFAH1B2 FP inh 1, PAD4 inh -1, LYPLA2 inh -1, PME-1 primary 6, pPAFAH FP inh 5, PAFAH2 FP inh 6, PAFAH1B3 inh 3 and LYPLA1 counter 2.
Screening O=[N+]([O-])c1ccc(S(=O)(=O)N2CCN(c3ccc(N4CCOCC4)nn3)CC2)cc1 returned GSTO1 inh 14, PAFAH1B2 FP inh 6, PAD4 inh -3, LYPLA2 inh 7, PME-1 primary 7, pPAFAH FP inh 0, PAFAH2 FP inh 1, PAFAH1B3 inh 5 and LYPLA1 counter 0.
For CN(C)S(=O)(=O)c1ccc(C(=O)Nc2ccccc2[N+](=O)[O-])cc1 the results were GSTO1 inh 3, PAFAH1B2 FP inh 0, PAD4 inh -3, LYPLA2 inh 4, PME-1 primary 1, pPAFAH FP inh 2, PAFAH2 FP inh 0, PAFAH1B3 inh 6 and LYPLA1 counter -1.
`CCOc1cccc2sc(N(CCN(C)C)C(=O)CCS(=O)(=O)c3ccccc3)nc12` gave GSTO1 inh -1, PAFAH1B2 FP inh -3, PAD4 inh 0, LYPLA2 inh -3, PME-1 primary -2, pPAFAH FP inh -2, PAFAH2 FP inh 4, PAFAH1B3 inh 0 and LYPLA1 counter -3.
Screening COc1ccccc1OCCNC(=O)CSC(=S)N1CCCC1 returned GSTO1 inh 8, PAFAH1B2 FP inh -1, PAD4 inh -9, LYPLA2 inh 4, PME-1 primary -1, pPAFAH FP inh 2, PAFAH2 FP inh 3, PAFAH1B3 inh 0 and LYPLA1 counter 9.
`CC(=O)O[C@]1(C(C)=O)CCC2C3C=C(C)C4=CC(=O)CC[C@]4(C)C3CC[C@@]21C` (stereo not given in full) gave GSTO1 inh 0, PAFAH1B2 FP inh 6, PAD4 inh -9, LYPLA2 inh 2, PME-1 primary -5, pPAFAH FP inh 4, PAFAH2 FP inh 1, PAFAH1B3 inh 6 and LYPLA1 counter -3.
Screening O=C(COC(=O)/C=C/c1cccc(C(F)(F)F)c1)Nc1ccc(Cl)cn1 returned PAFAH1B2 FP inh 2, PAD4 inh -1, LYPLA2 inh -9, PME-1 primary 0, pPAFAH FP inh 2, PAFAH2 FP inh 1, PAFAH1B3 inh -1 and LYPLA1 counter -1.
`CCc1c(O)cc2n(c1=O)-c1ccc(Cl)cc1C2(C)C` gave GSTO1 inh -7, PAFAH1B2 FP inh 13, PAD4 inh -4, LYPLA2 inh -4, PME-1 primary 0, pPAFAH FP inh 6, PAFAH2 FP inh 0, PAFAH1B3 inh 0 and LYPLA1 counter -4.
For Nc1ccc2oc(CCc3ccccc3)nc2c1 the results were GSTO1 inh 8, PAFAH1B2 FP inh 4, PAD4 inh -10, LYPLA2 inh 4, PME-1 primary 3, pPAFAH FP inh 20, PAFAH2 FP inh -4, PAFAH1B3 inh 4 and LYPLA1 counter 2.
`Cc1nc2sccn2c(=O)c1S(=O)(=O)N1CCN(c2ccccc2)CC1` gave GSTO1 inh 6, PAFAH1B2 FP inh 3, PAD4 inh 1, LYPLA2 inh 0, PME-1 primary -4, pPAFAH FP inh 0, PAFAH2 FP inh 1, PAFAH1B3 inh 7 and LYPLA1 counter 1.
COc1cccc(C2=NN(C(=O)c3cccs3)C(O)(C(F)(F)F)C2)c1 (stereo not given) was read as GSTO1 inh 3, PAFAH1B2 FP inh 4, PAD4 inh -3, LYPLA2 inh -3, PME-1 primary -10, pPAFAH FP inh 0, PAFAH2 FP inh 1, PAFAH1B3 inh 1 and LYPLA1 counter -2.
`C=CCc1cccc2cc(C(=O)Nc3cccc(C(=O)O)c3)c(=O)oc12` gave GSTO1 inh 4, PAD4 inh 2, LYPLA2 inh 2, PME-1 primary -3, pPAFAH FP inh 0 and LYPLA1 counter -3.
`Cc1ccc(/C=C/C(=O)CCC(=O)O)cc1` gave GSTO1 inh 6, PAFAH1B2 FP inh 5, PAD4 inh -7, LYPLA2 inh 2, PME-1 primary -6, pPAFAH FP inh 5, PAFAH2 FP inh 6, PAFAH1B3 inh 5 and LYPLA1 counter -2.
`COc1ccc(Cn2c(CCCO)nc3ccccc32)cc1OC` gave GSTO1 inh 2, PAFAH1B2 FP inh -2, PAD4 inh -1, LYPLA2 inh -5, PME-1 primary 1, pPAFAH FP inh 3, PAFAH2 FP inh 1, PAFAH1B3 inh 9 and LYPLA1 counter -4.

Random excerpt: three compounds from above, in no set order.
For CN(C)S(=O)(=O)c1ccc(C(=O)Nc2ccccc2[N+](=O)[O-])cc1 the results were GSTO1 inh 3, PAFAH1B2 FP inh 0, PAD4 inh -3, LYPLA2 inh 4, PME-1 primary 1, pPAFAH FP inh 2, PAFAH2 FP inh 0, PAFAH1B3 inh 6 and LYPLA1 counter -1.
`C=CCc1cccc2cc(C(=O)Nc3cccc(C(=O)O)c3)c(=O)oc12` gave GSTO1 inh 4, PAD4 inh 2, LYPLA2 inh 2, PME-1 primary -3, pPAFAH FP inh 0 and LYPLA1 counter -3.
`COc1ccc(Cn2c(CCCO)nc3ccccc32)cc1OC` gave GSTO1 inh 2, PAFAH1B2 FP inh -2, PAD4 inh -1, LYPLA2 inh -5, PME-1 primary 1, pPAFAH FP inh 3, PAFAH2 FP inh 1, PAFAH1B3 inh 9 and LYPLA1 counter -4.

The listing continues.
Screening O=C(NC(=S)Nc1ccc2oc(-c3ccncc3)nc2c1)c1ccccc1F returned GSTO1 inh -2, PAFAH1B2 FP inh 7, PAD4 inh -5, LYPLA2 inh 4, PME-1 primary -6, pPAFAH FP inh 3, PAFAH2 FP inh -8, PAFAH1B3 inh 7 and LYPLA1 counter 0.
`CS(=O)(=O)N1CCn2c1nc1ccccc12` gave GSTO1 inh 1, PAFAH1B2 FP inh 3, PAD4 inh 1, LYPLA2 inh 7, PME-1 primary -5, pPAFAH FP inh 4, PAFAH2 FP inh 8, PAFAH1B3 inh 6 and LYPLA1 counter 6.
CN(C)c1ccc(Nc2nc(N)c3ccccc3n2)cc1 was read as GSTO1 inh 3, PAFAH1B2 FP inh 2, PAD4 inh 7, LYPLA2 inh 2, PME-1 primary -21, pPAFAH FP inh 0, PAFAH2 FP inh 0, PAFAH1B3 inh 5 and LYPLA1 counter 3.
Screening O=[N+]([O-])c1ccc(P(=O)(Cc2ccccc2)c2ccccc2O)cc1 (stereo not given) returned GSTO1 inh -1, PAFAH1B2 FP inh 4, PAD4 inh 2, LYPLA2 inh -5, PME-1 primary 1, pPAFAH FP inh -6, PAFAH2 FP inh 10, PAFAH1B3 inh 6 and LYPLA1 counter 2.
Screening Cc1ccc(C(=O)NC(=S)Nc2ccc(Oc3ccc(Cl)cc3)cc2)cc1 returned GSTO1 inh 12, PAFAH1B2 FP inh 3, PAD4 inh 0, LYPLA2 inh 2, PME-1 primary -7, pPAFAH FP inh -1, PAFAH2 FP inh 0, PAFAH1B3 inh 4 and LYPLA1 counter -4.
`COc1ccc(C(=O)OCC(=O)c2ccc[nH]2)c(OC)c1` gave PAFAH1B2 FP inh 4, PAD4 inh -1, pPAFAH FP inh 1, PAFAH2 FP inh 6 and PAFAH1B3 inh 0.
O=C(COc1ccc(-c2ccccc2)cc1)Nc1cccnc1 was read as PAFAH1B2 FP inh 1, PAD4 inh 3, LYPLA2 inh 6, PME-1 primary -103, pPAFAH FP inh 3, PAFAH2 FP inh -6, PAFAH1B3 inh 2 and LYPLA1 counter 1.
Screening CC1CC(NC(=O)Cc2ccc(Br)cc2)CC(C)(C)C1 (stereo not given) returned GSTO1 inh 0, PAFAH1B2 FP inh 10, PAD4 inh -5, LYPLA2 inh 0, PME-1 primary -3, pPAFAH FP inh 3, PAFAH2 FP inh -7, PAFAH1B3 inh 1 and LYPLA1 counter -4.
`COc1ccc(S(=O)(=O)N2CCC(C(=O)NC3CC(C)(C)NC(C)(C)C3)CC2)cc1` gave GSTO1 inh 4, PAFAH1B2 FP inh -1, PAD4 inh 1, LYPLA2 inh -1, PME-1 primary -4, pPAFAH FP inh 2, PAFAH2 FP inh 3, PAFAH1B3 inh 1 and LYPLA1 counter -1.
`CC(=O)/C(=N\Nc1ccc(C)cc1)Sc1nncn1C` gave GSTO1 inh 6, PAFAH1B2 FP inh 2, PAD4 inh 2, LYPLA2 inh -5, PME-1 primary 5, pPAFAH FP inh -5, PAFAH2 FP inh 1, PAFAH1B3 inh 7 and LYPLA1 counter -3.
`CCOc1ccc(NC(=O)C2CCCN(S(=O)(=O)c3ccc4[nH]c(=O)ccc4c3)C2)cc1` (stereo not given) gave GSTO1 inh -5, PAFAH1B2 FP inh -3, PAD4 inh -7, LYPLA2 inh -14, PME-1 primary -23, pPAFAH FP inh 8, PAFAH2 FP inh -15, PAFAH1B3 inh -3 and LYPLA1 counter -9.
Cc1ccc(S(=O)(=O)NCCC(=O)N2CCN(S(=O)(=O)c3ccccc3)CC2)cc1C was read as GSTO1 inh 12, PAFAH1B2 FP inh -2, PAD4 inh 2, LYPLA2 inh 4, PME-1 primary 2, pPAFAH FP inh 6, PAFAH2 FP inh -1, PAFAH1B3 inh -1 and LYPLA1 counter -2.
